# Screening data (PubChem)
# hIAP activ: human IAP activation; P09923; purified human IAP, CDP-Star luminescence, 30 min; active compounds read high; 1 = vehicle-only enzyme, 0 = enzyme-free background; activation factor at 10 µM; 330,000 compounds, 0.16% hits; AID 2524;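 active means activation factor of the enzyme at least 2-fold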; further: the source names both 10 and 20 µM as test concentration; values of inactives mirror those of a sister screen read the other way
# HKDC1 inhibitor: inhibitors of human hexokinase HKDC1; Q2TB90; AID 493160; 340,000 compounds, 0.16% hits; recombinant HKDC1, G6PDH/diaphorase resazurin coupled fluorescence; inhibition, % at 20 µM;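 active means inhibition above about 35% when tested at 20 µM, limit read from the data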;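 further: plate controls were DMSO wells with enzyme for no effect and DMSO wells lacking enzyme for full effect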
# Target sequence (Q2TB90 whole entry, looked up): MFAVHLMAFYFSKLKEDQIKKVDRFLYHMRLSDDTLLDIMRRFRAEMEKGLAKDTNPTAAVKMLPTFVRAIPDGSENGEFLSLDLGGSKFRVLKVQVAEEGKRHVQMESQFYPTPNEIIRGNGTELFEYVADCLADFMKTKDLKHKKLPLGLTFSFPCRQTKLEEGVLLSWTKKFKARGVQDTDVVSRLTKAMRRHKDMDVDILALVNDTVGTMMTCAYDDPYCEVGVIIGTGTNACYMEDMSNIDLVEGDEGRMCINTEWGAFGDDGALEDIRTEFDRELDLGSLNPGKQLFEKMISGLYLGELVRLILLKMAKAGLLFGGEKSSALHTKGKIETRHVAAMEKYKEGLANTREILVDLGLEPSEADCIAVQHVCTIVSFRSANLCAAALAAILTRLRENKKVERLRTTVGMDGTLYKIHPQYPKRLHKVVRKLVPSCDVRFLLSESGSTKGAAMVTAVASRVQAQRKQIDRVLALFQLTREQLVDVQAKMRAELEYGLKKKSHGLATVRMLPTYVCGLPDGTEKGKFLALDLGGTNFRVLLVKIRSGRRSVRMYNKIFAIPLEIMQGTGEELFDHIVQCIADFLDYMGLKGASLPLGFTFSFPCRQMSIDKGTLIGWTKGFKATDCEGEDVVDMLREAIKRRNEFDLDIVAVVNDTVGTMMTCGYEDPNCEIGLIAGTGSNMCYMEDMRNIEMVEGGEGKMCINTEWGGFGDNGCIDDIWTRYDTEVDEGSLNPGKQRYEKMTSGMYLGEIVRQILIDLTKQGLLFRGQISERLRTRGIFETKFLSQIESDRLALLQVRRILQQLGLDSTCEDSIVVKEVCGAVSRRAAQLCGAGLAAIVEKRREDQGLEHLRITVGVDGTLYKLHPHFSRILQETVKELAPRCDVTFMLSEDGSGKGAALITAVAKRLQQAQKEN
#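 Test system: Recombinant HKDC1 (HK5) hexokinase enzyme, produced in-house | Input: HKDC1 at 5 µg/mL | Buffer or medium: Tris pH 8.0 buffer with MgCl2, Tween-20, BSA, BME | Schedule: 90 min reaction incubation at room temperature, dark | Technique: Resazurin-to-resorufin fluorescence via G6PDH and diaphorase coupling, 525/613 nm | Controls: DMSO wells with and without enzyme mix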
# ATG4B inhibitor: ATG4B (human) cysteine protease inhibition. Q9Y4P1. ATG4B cleavage of LC3-PLA2, NBD-HPC fluorescence, 1 h. inhibition, % at 8.33 µM. 340,000 compounds, 0.51% hits. AID 504462; in the data active means inhibition above about 40%
# mIAP block: mouse IAP inhibition. purified mouse IAP, CDP-Star luminescence, 30 min. inhibition, % at 10 µM. 330,000 compounds, 0.2% hits. AID 2806;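 active means inhibition of at least 40% at 10 µM in the primary screen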;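 further: plate controls were DMSO with enzyme for no effect and no enzyme wells for full effect; values of inactives mirror those of a sister screen read the other way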
# mIAP activ: mouse IAP activation. muIAP, CDP-Star luminescence, 30 min; active compounds read high; 1 = vehicle-only enzyme signal, 0 = enzyme-free wells. activation factor at 10 µM. 330,000 compounds, 0.24% hits;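 active means activation factor of at least 2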; further: the source names both 10 and 20 µM as test concentration; values of inactives mirror those of a sister screen read the other way
#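 Assay system: mouse IAP enzyme / Compound: DMSO-dissolved test compounds / Timing: 30 min, room temperature / Measured by: luminescence from enzymatic CDP-Star hydrolysis / Control set: DMSO-only wells, enzyme-free buffer wells as negative control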
# A3A deaminase: blocks human APOBEC3A ssDNA deamination | recombinant A3A, FAM/TAMRA ssDNA deamination fluorescence | P31941 | 330,000 compounds, 0.41% hits | AID 493011 | inhibition, % at 20 µM;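 active means at least 40% inhibition at 20 µM here, with at most 30% in a related deaminase screen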;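 further: plate controls were A3A with DMSO for no effect and wells lacking A3A enzyme for full effect; some results filed as inactive read as strong as hits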
# Target sequence (P31941 whole entry, looked up): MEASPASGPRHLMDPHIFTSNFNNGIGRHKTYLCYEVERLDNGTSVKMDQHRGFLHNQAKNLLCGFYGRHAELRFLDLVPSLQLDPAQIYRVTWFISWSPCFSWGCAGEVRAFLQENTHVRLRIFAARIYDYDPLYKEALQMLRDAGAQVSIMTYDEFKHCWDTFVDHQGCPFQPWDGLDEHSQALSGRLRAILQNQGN
# PfGluPho inh: PfG6PD (Plasmodium falciparum) enzyme inhibition. PfGluPho enzyme, NADPH resazurin-diaphorase fluorescence. inhibition, % at 20 µM. 350,000 compounds, 0.78% hits. AID 504690;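 active means inhibition reaching at least a set limit at 20 µM in the primary screen, cut at about 59% in these data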;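 further: 0% = DMSO wells with substrate and 100% = DMSO wells lacking glucose-6-phosphate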
# hIAP inh: human IAP inhibition. P09923. purified IAP, CDP-Star luminescence, 30 min. inhibition, % at 10 µM. 330,000 compounds, 0.12% hits. AID 2544;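 active means inhibition reaching a set limit with compound at 10 µM in the primary screen, cut at about 35% in these data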;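 further: plate controls were DMSO wells with enzyme for no effect and no-enzyme buffer wells for full effect; values of inactives mirror those of a sister screen read the other way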
# Active calls of the source: *.
# Each structure is followed by: hIAP activ	HKDC1 inhibitor	ATG4B inhibitor	mIAP block	mIAP activ	A3A deaminase	PfGluPho inh	hIAP inh
> O=c1oc(-c2ccco2)nc2c1cnn2-c1ccccc1
 : 0.82	5.6	1.9	2.1	0.979	-0.7	-0.5	18.0
> O=C(Nc1cccc([N+](=O)[O-])c1)NC1CCCCCCC1
 : 0.914	5.5	21.1	10.8	0.892	-3.6	10.7	8.6
> Cc1ccccc1CN1C(=O)c2ccccc2S1(=O)=O
 : 0.754	-6.8	-1.6	9.8	0.902	-1.7	1.5	24.6
> Cc1ccc(C)c(OC(C)C(=O)Nc2ccc(S(=O)(=O)Nc3nccs3)cc2)c1 (stereo not given)
 : 0.899	-1.1	-3.5	-4.6	1.05	-0.1	-15.2	10.1
> CC(C)(C)CC(C)(C)NC(=S)NC1CCN(Cc2ccccc2)CC1
 : 1.04	0.4	-2.4	-36.4	1.36	-3.6	-26.1	-4.3
> Cn1nc(C(=O)Nc2c(-c3ccccc3)nc3sccn23)c2ccccc2c1=O
 : 1.21	-0.1	-8.1	3.5	0.965	6.0	14.8	-21.1
> CC(=O)c1ccc(NC(=O)CCNS(=O)(=O)c2ccccc2F)cc1
 : 1.07	-4.4	-14.2	-1.6	1.02	-1.0	7.8	-6.7
> COc1ccc(CCN(C)C(=O)COC(=O)/C=C/c2ccc(C)o2)cc1OC
 : 1.18	-2.5	-9.4	6.6	0.934	-4.3	42.3	-18.0
> Cc1ccc(C)c(OCCC(=O)OCC(=O)Nc2cc(S(=O)(=O)N3CCOCC3)ccc2C)c1
 : 0.975	-4.2	-10.2	7.5	0.925	-0.5	6.7	2.5
> CCOC(=O)c1c(CSc2ccc(C)cc2)n(C)c2cc(Br)c(O)c(CN(C)C)c12
 : 0.965	-7.0	-0.8	-1.2	1.01	-0.8	43.4	3.5
> Cc1c(NC(=O)C(C)Oc2ccc(Br)cc2)c(=O)n(-c2ccccc2)n1C (stereo not given)
 : 0.822	-4.8	-3.7	3.7	0.963	-3.4	-6.5	17.8
> COC(=O)CCSCC(=O)N1N=C(c2ccc(Br)cc2)CC1c1cccc(OC)c1OC (stereo not given)
 : 1.09	-1.7	1.6	-4.6	1.05	2.7	-8.2	-9.1
> O=C(CN1CCN(CC(=O)Nc2ccccc2Cl)CC1)Nc1ccc(F)c(F)c1
 : 0.936	1.2	4.5	5.5	0.945	3.0	-3.1	6.4
> O=C1C[C@@H](c2ccccc2)Oc2cc(O)cc(O)c21
 : 0.881	0.2	-3.5	5.7	0.943	-0.2	1.1	11.9
> O=C(O)CCCCCCCCCCCNC(=O)NC12CC3CC(CC(C3)C1)C2
 : 0.974	9.2	-0.1	-6.2	1.06	0.7	-12.8	2.6
> O=C(COc1ccc(NS(=O)(=O)c2ccc(F)cc2)cc1)N1CCOCC1
 : 0.961	8.2	1.5	7.0	0.93	0.7	-7.4	3.9
> O=c1c([N+](=O)[O-])c(N2CCCCCC2)c2ccccc2n1-c1ccccc1
 : 0.919	2.1	9.5	-0.8	1.01	3.1	14.2	8.1
> CCCCn1c(=O)n(C)c(=O)c2c3c(sc21)COC(C)(C)C3
 : 1.1	-1.4	4.0	-3.6	1.04	-2.5	-1.9	-10.1
> COC1(OC)N=C(N)C2(C#N)C(c3ccc(C)cc3)C12C#N (stereo not given)
 : 1.1	-6.7	2.4	-3.1	1.03	-0.6	-3.6	-9.9
> O=C(Nc1ncccn1)c1cccs1
 : 0.904	-4.6	-0.7	-4.6	1.05	1.5	14.7	9.6
> COc1ccc(OCC(=O)NNC(=S)NC(=O)C2CC2)cc1
 : 1.52	-0.8	-5.8	10.7	0.893	-6.9	-13.5	-52.0
> O=C(/C=C/c1cccs1)N1CCC2(CC1)Oc1ccc(Cl)cc1C(=O)C21CC(c2ccc(Cl)cc2)=NO1 (stereo not given)
 : 0.827	2.1	-8.5	11.3	0.887	-5.7	1.0	17.3
> CCOC(=O)CNC(=O)CSc1nnc(C)c(=O)[nH]1
 : 1.05	-12.3	-5.7	-8.2	1.08	-1.7	28.4	-4.6
> COc1ccccc1N1CCN(C(=O)Cn2c(=O)[nH]c3ccsc3c2=O)CC1
 : 0.871	-4.7	-11.5	-0.8	1.01	-2.2	-6.5	12.8
> O=C(OCC#CCSc1nnc(-c2ccccc2)o1)c1cc2ccccc2o1
 : 0.95	-0.7	11.8	10.8	0.892	2.8	2.1	5.0
> O=Cc1cn(-c2ccccc2)nc1-c1ccccn1
 : 0.915	-7.8	-1.7	0.9	0.991	0.4	-1.6	8.5
> COCc1ccc(CN2CCC(Oc3ccc(C(=O)NCc4ccccn4)cc3)CC2)o1
 : 0.956	-6.7	-5.8	-1.5	1.01	-1.4	5.9	4.4
> Cc1cc(C)c(NC(=O)C2CCCN(S(=O)(=O)c3c(C)noc3/C=C/N(C)C)C2)c(C)c1 (stereo not given)
 : 1.03	-2.9	-4.5	-1.6	1.02	-5.5	5.3	-3.5
> COc1ccc(C(=O)NCc2cccc(Cl)c2)cc1S(=O)(=O)N1CCOCC1
 : 0.942	-0.1	3.1	7.0	0.93	-4.1	-17.4	5.8
> CC1CCN(C(=S)c2cn(Cc3ccc(F)cc3)c3ccccc23)CC1
 : 1	-1.9	-2.6	-15.1	1.15	-6.6	11.1	-0.2
> CC(C)(C)NC(=O)COc1ccc(CNCc2ccccn2)cc1
 : 1.12	-8.2	-13.4	-6.2	1.06	-0.5	-9.9	-11.9
> O=C1C2C3CCCC3=C3CCCC3C2C(=O)N1c1ccc(F)cc1 (stereo not given)
 : 1.06	-4.7	5.6	-9.3	1.09	-1.9	-5.5	-6.1
> CCOc1ccccc1N1CCN(C(=O)c2cc(S(=O)(=O)N(C)C)ccc2N2CCCC2)CC1
 : 1.12	-6.1	-55.8	7.1	0.929	4.5	-4.5	-11.7
> Cc1ccccc1C(=O)NC1CCN(CC(=O)Nc2ccc3c(c2)OCCO3)CC1
 : 0.953	-8.2	3.3	2.1	0.979	-1.1	5.2	4.7
> COc1cc(OC)c(-n2cc(-c3ccc(OC)c(OC)c3)[nH]c2=S)cc1Cl
 : 0.834	0.5	-5.3	15.1	0.849	9.6	47.9	16.6
> CSCCC(NC(=O)c1ccccc1)C(=O)OCC(=O)NCc1ccco1 (stereo not given)
 : 0.893	-4.3	-1.3	5.5	0.945	1.2	8.4	10.7
> C[C@H](NC(=O)[C@@H]1CSC2c3ccccc3C(=O)N21)C(=O)NCCc1ccc(F)cc1 (stereo not given in full)
 : 0.886	2.6	-4.8	6.0	0.94	-1.1	-13.4	11.4
> CC(=O)c1c(C)nc2cc(Cl)ccc2c1N
 : 0.853	-2.1	11.2	1.1	0.989	-1.1	-2.7	14.7
> CC(C)(C)OC(=O)C[C@H]1C/C=C\C[C@@H](CC(=O)N(CCO)Cc2ccccc2)C(=O)N[C@H](Cc2c[nH]c3ccccc23)COC1=O
 : 1.23	-4.7	-14.2	3.5	0.965	-2.1	10.7	-23.0
> COCCCNC(=S)NC1CC2CCCC(C1)N2Cc1cccs1 (stereo not given)
 : 0.767	-9.1	3.4	-13.0	1.13	-0.8	-1.4	23.3
> COc1cc(NC(=O)CSc2nc3c(c(=O)[nH]2)CCCC3)cc(OC)c1OC
 : 0.914	-6.4	6.1	0.3	0.997	0.6	-0.2	8.6
> Cc1ccc(-n2c(=O)c3sccc3n(CC(=O)NC3CCCCC3)c2=O)cc1
 : 0.986	-5.5	-2.6	-4.7	1.05	2.7	-11.2	1.4
> O=C(/C(=C/c1cccnc1)n1ccnc1)c1ccc(Cl)cc1Cl
 : 0.905	5.7	8.9	-3.0	1.03	1.0	-8.5	9.5
> c1csc(CNc2ncnc3ccc(-c4ccoc4)cc23)c1
 : 0.896	-1.7	3.5	4.6	0.954	2.5	1.1	10.4
> CCN(CC(=O)Nc1c(C(=O)OC)[nH]c2ccc(C)cc12)c1ccc2c(c1)OCO2
 : 0.934	3.9	-24.8	11.8	0.882	2.8	32.7	6.6
> CCCCNCc1cccn1-c1ccccc1
 : 1.09	-7.3	-9.7	-0.2	1	11.4	-3.8	-9.3
> COc1cc(CNS(=O)(=O)c2ccc3c(c2)CC(C)N3C(C)=O)cc(OC)c1OC (stereo not given)
 : 1.12	3.5	0.5	-5.5	1.05	4.6	-4.0	-12.5
> Cc1nc2c(nnn2Cc2ccccc2Cl)c(=O)[nH]1
 : 1.04	-0.1	3.1	0.3	0.997	3.2	-12.1	-4.4
> O=S(=O)(NCC(c1cccnc1)N1CCN(Cc2ccccc2)CC1)c1ccccc1 (stereo not given)
 : 0.739	3.9	-12.8	5.6	0.944	-3.1	0.1	26.1
> Cc1cccc(NC(=O)CSc2cccc[n+]2[O-])c1C
 : 0.98	-9.9	-7.3	-14.0	1.14	3.8	-7.3	2.0
> CCC(C)(C)NC(=O)c1cc(S(=O)(=O)N2CCCCC2)ccc1N1CCOCC1
 : 0.95	-10.6	12.2	10.1	0.899	-2.5	-0.5	5.0
> CCc1c(C(=O)NNC(=S)NCC(C)C)csc1C
 : 0.909	-7.2	-11.2	5.9	0.941	3.6	1.7	9.1
> CNC(=O)c1c(NC(=O)c2ccc3ncsc3c2)sc(C)c1C
 : 0.922	-0.9	3.0	11.4	0.886	-0.7	-1.9	7.8
> Cc1cc(-c2cc(-c3ccc(Cl)cc3)on2)nc(NC2CCCC2)n1
 : 1.29	-0.7	1.9	-0.7	1.01	1.4	-4.6	-29.5
> COc1ccc(N=C2SC(C(=O)Nc3ccc(OC)cc3)CC(=O)N2CCN2CCOCC2)cc1 (stereo not given)
 : 1.01	-10.8	28.9	-9.6	1.1	-4.5	-4.9	-1.1
> O=[N+]([O-])c1ccc(C2CCCC/C2=N\OCc2cccc(F)c2)c([N+](=O)[O-])c1 (stereo not given)
 : 0.898	-0.5	-8.6	4.6	0.954	-1.0	17.5	10.2
> Cc1[nH]ccc(=O)c1OCc1c(F)cccc1Cl
 : 0.956	-10.4	4.2	4.6	0.954	-0.3	-10.4	4.4
> CC1CN(c2ccc(Cl)nn2)CC(C)O1 (stereo not given)
 : 1.02	-7.2	-1.9	-21.0	1.21	-3.1	2.4	-1.9
> O=S1(=O)CCO[C@H]2Cc3ccccc3[C@H]2N1Cc1ccccc1F
 : 0.967	-1.5	-6.5	-6.7	1.07	-5.0	14.5	3.3
> CC1CCN(c2ccc(NC(=O)c3cccnc3Cl)cc2)CC1
 : 0.936	-8.5	-6.7	-2.6	1.03	-3.6	-2.0	6.4
> CS(=O)CCC(NS(=O)(=O)c1ccccc1)C(=O)O (stereo not given)
 : 1.05	-11.1	5.3	-10.8	1.11	-4.4	-13.2	-5.0
> CC(C)(C)C(=O)Nc1ccc(C(=O)N/N=C/C2CC3C=CC2C3)cc1 (stereo not given)
 : 1.06	-3.5	-3.1	-8.3	1.08	-0.3	-0.6	-5.7
> Cc1ccsc1C1NC(=O)c2c(sc3c2CCN(C)C3)N1 (stereo not given)
 : 1	4.0	-9.5	7.8	0.922	-4.2	25.3	-0.4

# Pulled one by one from the entries so far, two records:
# Each structure is followed by: hIAP activ	HKDC1 inhibitor	ATG4B inhibitor	mIAP block	mIAP activ	A3A deaminase	PfGluPho inh	hIAP inh
> O=C(/C(=C/c1cccnc1)n1ccnc1)c1ccc(Cl)cc1Cl
 : 0.905	5.7	8.9	-3.0	1.03	1.0	-8.5	9.5
> Cc1cc(-c2cc(-c3ccc(Cl)cc3)on2)nc(NC2CCCC2)n1
 : 1.29	-0.7	1.9	-0.7	1.01	1.4	-4.6	-29.5

# Some of these compounds in order of the A3A deaminase value, largest number first.
canonical_smiles,A3A deaminase
Cc1cccc(NC(=O)CSc2cccc[n+]2[O-])c1C,3.8
O=C(/C(=C/c1cccnc1)n1ccnc1)c1ccc(Cl)cc1Cl,1.0
O=[N+]([O-])c1ccc(C2CCCC/C2=N\OCc2cccc(F)c2)c([N+](=O)[O-])c1 (stereo not given),-1.0
